Artemis endo inh = Artemis endonuclease inhibitors, primary screen, biochemical, fluorescence intensity, FAM/BHQ-1 hairpin substrate; Protein artemis (Homo sapiens), Q96SD1; recombinant Artemis, quenched FAM hairpin cleavage fluorescence; inhibition, % at 10 µM; 30,000 compounds, 0.78% hits; AID 686954, 2013;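 active = at 10 µM dose, at least 30% inhibition, measured as corrected fluorescence normalized to stimulator and neutral control wells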
Target sequence (Q96SD1 whole entry, looked up): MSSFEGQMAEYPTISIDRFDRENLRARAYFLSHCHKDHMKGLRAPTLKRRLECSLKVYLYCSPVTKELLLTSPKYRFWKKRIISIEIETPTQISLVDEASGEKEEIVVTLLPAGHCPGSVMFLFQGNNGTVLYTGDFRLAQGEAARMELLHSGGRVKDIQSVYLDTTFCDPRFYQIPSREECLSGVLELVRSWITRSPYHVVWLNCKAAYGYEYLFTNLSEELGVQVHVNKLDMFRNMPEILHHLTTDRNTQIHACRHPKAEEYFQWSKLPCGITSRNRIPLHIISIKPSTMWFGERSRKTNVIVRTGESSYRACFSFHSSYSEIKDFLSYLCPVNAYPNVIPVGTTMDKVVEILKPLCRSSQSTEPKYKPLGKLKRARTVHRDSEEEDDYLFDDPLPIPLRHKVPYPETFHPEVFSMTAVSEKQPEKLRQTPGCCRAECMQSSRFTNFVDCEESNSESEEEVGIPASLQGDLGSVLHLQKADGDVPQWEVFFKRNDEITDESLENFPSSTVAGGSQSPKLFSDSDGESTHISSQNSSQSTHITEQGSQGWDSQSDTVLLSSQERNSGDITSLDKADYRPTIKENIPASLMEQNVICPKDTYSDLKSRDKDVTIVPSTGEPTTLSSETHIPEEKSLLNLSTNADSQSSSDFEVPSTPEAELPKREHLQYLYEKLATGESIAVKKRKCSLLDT
* = called active by the depositor.

compound | Artemis endo inh
CCCc1nc2ccccc2c(=O)n1NC(=O)c1c(O)c2cccc3c2n(c1=O)CCC3 | 20
COc1ccccc1C(=O)OCc1c(F)cccc1Cl | -3
CC(C)Nc1nc(NC(C)C)nc(Oc2ccc(OCc3ccccc3)nn2)n1 | 6
Cc1ccc(S(=O)(=O)/N=C(/NC(=S)Nc2ccccc2)c2ccccc2)cc1 | 2
Cc1ccc(C)c(C(=O)CC2(O)C(=O)Nc3ccccc32)c1 (stereo not given) | 6
O=C(NCCC1=CCCCC1)c1ccc(CN2CCOCC2)cc1 | 4
COc1ccccc1N1CCN(C(=O)CSc2ccccc2)CC1 | 11
CCN(CC)S(=O)(=O)c1ccc(O)c(C(=O)OCC(=O)N(C)Cc2ccccc2)c1 | -11
NC1=C(c2ccc(F)cc2)C(=O)CS1 | 10
Cc1nc(NCCNC(=O)c2ccco2)c2c(C)c(C)sc2n1 | -1

Other results.
compound | Artemis endo inh
CCOC(=O)C1=C(C)NC(=O)NC1c1ccc(OC(=O)c2ccco2)cc1 (stereo not given) | -3
CCOC(=O)N1CCN(C(=O)CSc2nnc(-c3ccccc3OC)o2)CC1 | -9
CCOc1ccc2nc(NC(=O)CN3CCN(C)CC3)sc2c1 | -3
COC(=O)c1sc2nc(-c3ccccc3)nc(N3CCN(C)CC3)c2c1C | 12
O=C(NCCCN1CCOCC1)c1ccc(Br)cc1 | -2
COc1cc(OC)cc(-c2nnc(SCC(=O)N3CCOCC3)o2)c1 | -1
CCC(=O)N1CCNC(=O)C1CC(=O)Nc1ccc(C)c(Cl)c1 (stereo not given) | -4
Cc1nnc(SCC(=O)Nc2ccc3c(c2)OCCO3)n1N | 10
Cc1cc(S(=O)(=O)Nc2cccc(O)c2)c(C)s1 | 4
CCOC(=O)CC1ON(C)C(=O)N1c1ccc(Cl)cc1Cl (stereo not given) | -4

(more compounds)
compound | Artemis endo inh
O=C(Nc1cccnc1)c1ccc2snnc2c1 | 5
O=C(NC(c1ccccc1)c1ccccc1)c1ccc(Br)o1 | -3
CCCC(=O)NC(=S)Nc1c(C)cc(Br)cc1C | -2
COCCN1CCN(c2cc(-c3ccccc3)nc3cc(-c4cccc(F)c4)nn23)CC1 | -1
CCOc1ccc(C(C)=O)cc1COc1ccc(-n2cnnn2)cc1 | 2
CC(C)=CCC(C)(C)CNC(=O)NC1CCCCC1 | -2
CC(=O)c1cc(-c2ccccc2)n(CC(=O)N2CCN(C3CCCC3)CC2)c1C | 4
N#Cc1ccccc1Sc1ccccc1C(=O)OCC(=O)N1CCN(C(=O)c2ccco2)CC1 | -4
COCc1cc(C)nc(OCC(=O)N/N=C/c2ccc(-c3cc([N+](=O)[O-])ccc3C)o2)c1C#N | 28
O=C1OCCC1Sc1nnc(-c2ccc(Br)cc2)o1 (stereo not given) | -4

Additional structures follow:
compound | Artemis endo inh
CC(C)Oc1cccc(C(=O)Nc2ccc(NC(=O)c3ccco3)cc2)c1 | 2
CCCOc1ccc(/C(O)=C2/C(=O)C(=O)N(CCN(C)C)C2c2ccc(OC)c(OC)c2)cc1 (stereo not given) | -1
O=C(COc1ccc2ccccc2c1)NCCNC(=O)COc1ccc2ccccc2c1 | 0
CCCCNC(=O)NS(=O)(=O)c1ccc(C(=O)OC(C)C)o1 | 2
CC(C)(C)n1ncc2c(=O)n(CC(=O)Nc3ccccc3)cnc21 | -7
CC(C)CNS(=O)(=O)c1ccc(CCC(=O)Nc2ccc3c(c2)OCO3)cc1 | -1
CCCn1c2c(c(O)c(C(=O)Nc3ccc(OCC)cc3)c1=O)CCCC2 | 11
O=C(NC1CCCCCC1)c1c(O)c2ccccc2[nH]c1=O | 5
COc1ccc(Oc2nc(SC)nc3ccccc23)cc1 | -11
O=C(C/C=N/OCc1ccccc1F)c1cnc(-c2ccc(Cl)cc2)s1 | -7

The list continues:
compound | Artemis endo inh
O=c1ccc2cc(S(=O)(=O)N3CCN(c4ccccc4)CC3)ccc2o1 | -3
COC(=O)c1ccc(Nc2nc(C)cc(C)n2)cc1 | -4
C/C(=N\OC(=O)c1ccc(F)cc1)c1sc(-c2ccccc2)nc1C | -19
Cc1nnc(NC(=O)c2sc3ccccc3c2Cl)s1 | 9
Cc1ccc(C(=O)COC(=O)CSc2cccc3cccnc23)c(C)c1 | 2
CCN1CCN(C(=O)c2ccc(COc3ccc(Cl)cc3)o2)CC1 | 5
Cc1ccc(S(=O)(=O)Nn2c(C)ccc2C)cc1 | 10
Cc1csc(SCc2c(C(=O)O)oc3ccccc23)n1 | 6
Cc1ccccc1CNCc1cccnc1 | 1
CCOc1ccc(NC(=O)C2CCC(C)(C(=O)O)C2(C)C)cc1 (stereo not given) | -7

(list continues)
compound | Artemis endo inh
CCOC(=O)c1c(C)[nH]c(N=Nc2ccccc2)c1C | -1
N/C(=N\c1nc2ccccc2o1)NC(=O)c1ccccc1F | 11
Cc1onc(-c2ccccc2Cl)c1C(N)=O | 0
CC/C(=N\OC(=O)c1ccc(OC(C)C)cc1)c1ccc(C)cc1 | 5
CCC1CCCCN1C(=O)COC(=O)c1cc2ccccc2cc1O (stereo not given) | 2
CC1(C)CC(=O)C=C(Nc2ccc(OCC(F)(F)C(F)F)cc2)C1 | 7
Cn1ncc([N+](=O)[O-])c1C(=O)Nc1nc2ccccc2n1CCN1CCCCC1 | 6
COC(=O)C1=C(C)N=C2SCCC(=O)N2C1c1cc(Br)ccc1OC (stereo not given) | -1
CCN(CC)S(=O)(=O)c1ccc(N2CCN(S(=O)(=O)c3ccccc3C#N)CC2)nc1 | 1
CCOC(=O)c1c(C)sc2c1N(C(=O)CN1CCOCC1)c1cc(Cl)ccc1S2 | -5

The results go on.
compound | Artemis endo inh
O=C(COC(=O)c1ccc2c(c1)OCCO2)NCc1ccccc1 | -12
CC(=O)Nc1ccc(-c2cc(NC(C)=O)n(-c3ccccc3)n2)cc1 | -10
COc1ccc(/C=N/NS(=O)(=O)c2ccccc2)cc1OS(=O)(=O)c1ccccc1 | 3
COc1ccc2[nH]c(=O)c(CN(C)C(=O)COc3ccccc3)cc2c1 | 3
CC(=O)c1ccc(O)c(CO)c1 | 4
CCOC(=O)CC1=C(C(=O)OCC)C(c2cccnc2)C(C#N)=C(N)O1 (stereo not given) | -3
CCOCCCNc1ncc2c(n1)CC(c1ccc(C)cc1)CC2=O (stereo not given) | 5
Cc1ccc(NC(=O)N/C=C/c2ccc(Cl)cc2)cc1 | 5
CC1CCCCC1N1CCN(C(=O)c2cccc(F)c2)CC1 (stereo not given) | -4
COC(=O)c1ccccc1NC=C1C(=O)OC2(CCCCC2)OC1=O | 4

Additional records follow.
compound | Artemis endo inh
CCc1ccc2nc(N3C(=O)C(O)=C(C(=O)c4ccco4)C3c3cccs3)sc2c1 (stereo not given) | 43*
O=C(Nc1cccc(Cl)c1N1CCCC1)c1cc2ccccc2o1 | -1
O=C(NCC(O)c1ccccc1)c1cccc(S(=O)(=O)N2CCOCC2)c1 (stereo not given) | -3
Cc1ccc(C)c(NS(=O)(=O)c2c(C)nn(C)c2C)c1 | -3
O=C(CN1CCN(c2ccccn2)CC1)Nc1ccc(F)cc1 | -2
Cc1ccc(NC(=O)c2cccc(Cl)c2)nc1 | -2
Cc1nc2sc3c(O)cc(=O)[nH]c3c2c(C)c1C | 4
CC(=O)CCC(=O)NCCc1ccccc1F | 6
Cc1sc2ncnc(N3CCN(c4ncccn4)CC3)c2c1C | 5
Cc1ccc(C(=O)CSc2nnc(-c3ccco3)n2Cc2ccccc2)cc1 | 15

Later entries
compound | Artemis endo inh
CCc1nnc(NC(=O)CSc2nc3cccnc3n2Cc2ccccc2)s1 | -5
O=C1c2ccccc2C(=O)N1CCN1CCCCC1 | 6
C=CCN(c1ccc(C(=O)N2CCN(c3ccc(F)cc3)CC2)cc1)S(C)(=O)=O | -7
CC1CCC2(CC1)NC(=O)N(CC(=O)c1cccn1C)C2=O (stereo not given) | -7
CCc1nc(OCc2ccco2)c2sc3nc4c(cc3c2n1)COC(C)(C)C4 | 8
Cc1cccn2c(=O)c(/C=C(\C#N)S(=O)(=O)c3ccccc3)c(N3CCN(C)CC3)nc12 | 8
Cc1ccc(Cn2c(-c3nonc3N)nc3ccccc32)cc1 | -9
Cc1ccc(S(=O)(=O)N2CCCSCC2)cc1 | -4
Nc1ccc(C(=O)Nc2ccc3nc(-c4cccnc4)[nH]c3c2)cc1 | 4
O=C(CN(C(=O)CCC(=O)Nc1ccccn1)c1ccc2c(c1)OCO2)NCc1ccco1 | -5

3 records picked at random from those above, as already listed:
compound | Artemis endo inh
CC(=O)Nc1ccc(-c2cc(NC(C)=O)n(-c3ccccc3)n2)cc1 | -10
CCOC(=O)c1c(C)[nH]c(N=Nc2ccccc2)c1C | -1
O=C(NC1CCCCCC1)c1c(O)c2ccccc2[nH]c1=O | 5

The list goes on:
compound | Artemis endo inh
COc1ccc(N=C2S/C(=C\c3cccs3)C(=O)N2CC(C)C)cc1 | -11
CCc1ccc(C(=O)CN(C#N)c2nc(C)cc(C)n2)cc1 | 9
CC(=O)c1c(OC(=O)c2ccco2)c2ccccc2n1C | -15
O=C(O)CNC(=O)CC12CC3CC(CC(C3)C1)C2 | 1
O=C(CCCc1nc(-c2ccccc2Cl)no1)NC1CCCCC1 | 3
Cc1nn(C)c(C)c1NC(=O)c1ccnn1C | -8
CCc1nnc2sc(-c3ccc(NC(=O)c4ccc5c(c4)OCCO5)cc3)nn12 | 3
O=C(Nc1ccc(Cl)cc1)c1cc2nc(-c3ccco3)cc(C(F)(F)F)n2n1 | 0
O=c1[nH]cnc2c1N1CCC2CC1 | 5
CCCCn1ccc(O)c(Cc2ccc(F)cc2)c1=O | -2

Other records follow:
compound | Artemis endo inh
COc1cc(-c2[nH]nc3c2C(c2ccoc2)C(C#N)=C(N)O3)cc(OC)c1OC (stereo not given) | 7
CC(C)OC(=O)COc1ccc(-c2ccccc2)cc1 | 0
O=C(CCNC(=O)Cn1ccc2ccccc2c1=O)NCCCN1CCN(c2ccc(F)cc2)CC1 | 2
CN(c1ccc(C(=O)NCC2CCCO2)cc1)S(=O)(=O)c1ccccc1 (stereo not given) | -5
O=C(NCCOCCOCCNC(=O)c1cccnc1)c1cccnc1 | 4
O=C(Nc1ccc(OCC(F)(F)C(F)F)c(C(F)(F)F)c1)c1ccc(Cl)cc1 | 9
CC1=C(C(=O)Nc2ccccc2)C(c2cccs2)C(C#N)=C(SCC#N)N1 (stereo not given) | 0
CC(Sc1nnc(-c2cccs2)n1-c1ccccc1)C(=O)NCc1ccco1 (stereo not given) | 1
COc1ccc2c(c1)C(=O)N(c1ccc(C)cc1)C(=O)C2 | 5
O=C(c1cc2nc(-c3ccco3)cc(C(F)(F)F)n2n1)N1CCN(c2ccccn2)CC1 | 3

Following part.
compound | Artemis endo inh
O=C(O)CCNS(=O)(=O)c1ccccc1 | -5
O=C(Nc1cnn(Cc2ccc(F)cc2)c1)c1cc2nc(-c3ccco3)cc(C(F)(F)F)n2n1 | -3
CCOC(=O)c1ccc(COC(=O)c2ccc(-c3nnc(-c4ccccc4)o3)cc2)o1 | 4
CCCP(=O)(CC(=O)O)c1ccccc1 (stereo not given) | -1
COCCCNC(NC(=O)c1ccc(Cl)cc1)C(Cl)(Cl)Cl (stereo not given) | 5
COC(=O)C1=C(C(=O)c2ccc(C)cc2)C(c2ccc(OC)c(OC)c2)n2nnnc2N1 (stereo not given) | -8
CC1=C(C#N)CCC(=O)N1Cc1c(C)cc(C)cc1C | 7
COc1ccc(C(=O)/C=C/c2ccc(F)cc2)c(OC(=O)c2ccc([N+](=O)[O-])cc2)c1 | 9
CCOC(=O)c1cnc(SC)nc1Oc1cccc(NC(=O)c2ccc(C)cc2)c1 | 4
COC(=O)c1ccc(NC(=O)CN2C(=O)CNC2=O)cc1 | -3

Further entries:
compound | Artemis endo inh
COc1ccc(CSc2nnc(Cc3sc(-c4ccccc4)nc3-c3ccccc3)o2)cc1 | 3
CCc1nn(CC(=O)NCCN2CCN(C)CC2)c(=O)c2cc3occc3n12 | 4
COc1ccc(C(=O)Nc2cccc(/C(C)=N/NC(=O)c3ccc([N+](=O)[O-])cc3)c2)cc1OC | 9
Cc1nc(-c2ccccc2)sc1-c1nc(-c2ccncc2)ncc1S(=O)(=O)c1ccccc1 | 15
CCCn1nnc(NC(=O)COc2ccc(CC)cc2)n1 | -4
COC(=O)C1=C(C)NC(=O)NC1c1ccc(OCC(=O)N2CCCCC2)cc1 (stereo not given) | -2
COC(=O)c1ccc(NC(=O)CCN2CCN(CCC(=O)Nc3ccc(C(=O)OC)cc3)CC2)cc1 | 6
Cc1ccc2cc3cc(C(=O)NCCCN4CCc5ccccc5C4)oc3nc2c1 | 20
O=C(Nc1ccccc1C(=O)N1CCCC1)c1cccc(S(=O)(=O)N2CCCCC2)c1 | -8
COC(=O)c1cc(NC(=O)c2ccccc2)c(=O)oc1C/C=N\OCc1ccc(Cl)cc1Cl | 1

Carrying on.
compound | Artemis endo inh
C/C(=N/NS(=O)(=O)c1ccc(Cl)cc1)c1cccc(NC(=O)c2ccc(Cl)cc2Cl)c1 | 12
Cc1ccc(-c2noc(CCC(=O)NCCc3ccccc3Cl)n2)cc1 | -7
COc1ccc(-c2noc(CCC(=O)Nc3cccc(C)c3)n2)cc1 | 4
CC1Cc2ccccc2N1C(=O)CCNS(=O)(=O)c1cccc2nsnc12 (stereo not given) | -2
C=CCn1cnc2scc(-c3ccc(C)cc3)c2c1=O | 6
CS(=O)(=O)N1CCN(C2CCN(Cc3ccccc3)CC2)CC1 | -5
O=C(O)[C@H](Cc1ccccc1)NC(=O)N1CCOCC1 | -7
O=C1CCCN1c1ccc(S(=O)(=O)NCc2ccco2)cc1 | 8
CCC(CC)C(=O)Nc1ccc(Cl)c(Cl)c1 | -4
COc1ccc(OC)c(C(O)c2nc3ccccc3n2C(C)C)c1 (stereo not given) | 0

Part of the list above in order of SMILES length, lowest first.
compound | Artemis endo inh
C=CCn1cnc2scc(-c3ccc(C)cc3)c2c1=O | 6
COc1ccc(OC)c(C(O)c2nc3ccccc3n2C(C)C)c1 (stereo not given) | 0
CS(=O)(=O)N1CCN(C2CCN(Cc3ccccc3)CC2)CC1 | -5

High-throughput results as filed in PubChem BioAssay.

This is a subset; rates above refer to the full screens.
